OX1R antag-1 – OX1R (HCRTR1) antagonists, primary screen, fluorescence, CHO/OX1R cells, Fluo-8 calcium, orexin A; Orexin/Hypocretin receptor type 1 (Homo sapiens), O43613; Fluo-8 calcium fluorescence; inhibition, % at 5 µM; AID 434989, 2010; actives 0.43% (n = 330,000);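 active = inhibition above its plate's threshold, mean inhibition of all tested compounds on the plate plus 3 SD, cut at about 37% in these data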;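 note: 0% = orexin A challenge wells and 100% = SB-334867-A antagonist wells; not every result past the cut was called active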
Target sequence (O43613 whole entry, looked up): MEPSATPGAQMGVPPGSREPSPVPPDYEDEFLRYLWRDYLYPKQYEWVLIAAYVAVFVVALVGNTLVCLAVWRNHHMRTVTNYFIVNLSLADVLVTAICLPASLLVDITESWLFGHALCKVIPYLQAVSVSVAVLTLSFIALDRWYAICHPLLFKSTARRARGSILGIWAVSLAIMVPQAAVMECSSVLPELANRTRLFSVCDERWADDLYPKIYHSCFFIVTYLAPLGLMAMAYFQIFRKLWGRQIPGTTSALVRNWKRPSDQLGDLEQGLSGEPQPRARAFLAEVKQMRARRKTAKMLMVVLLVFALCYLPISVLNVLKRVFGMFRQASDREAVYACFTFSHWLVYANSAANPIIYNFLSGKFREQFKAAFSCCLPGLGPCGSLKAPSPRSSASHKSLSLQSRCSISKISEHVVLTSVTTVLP
OX1R antag-2 – antagonists of human orexin 1 receptor (OX1R) | AID 485270, 2010 | inhibition, % at 6.6 µM | OX1R-expressing cells, FRET antagonist read-out | Orexin/Hypocretin receptor type 1 (Homo sapiens), O43613 | actives 1.8% (n = 330,000); in the data active = inhibition mostly above about 38%, no sharp cut-off; inactive = mostly below about 40%;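 note: 0% = agonist challenge alone and 100% = reference antagonist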
* = called active by the depositor; & = joins results of further samples. Rows were taken by chance; 2% or so of the library scored in one or more.

Sequence of screens: OX1R antag-1	OX1R antag-2
O=[N+]([O-])c1cc(NCCO)c(N2CCCCCC2)c2nonc12
 : -21	46*
COc1ccccc1CCC(=O)N(C)CC(=O)Nc1ccc(Cl)c(C(F)(F)F)c1
 : -13	5
Cc1nc(C)c(-c2ccc(SCc3ccccc3F)nn2)s1
 : -22	19
CCOc1ccc(NC(=O)C2CC(=O)N(Cc3ccco3)C2)cc1 (stereo unspecified)
 : -15	5
Cc1ccsc1CNC1C2CC3CC(C2)CC1C3 (stereo unspecified)
 : -30	10
O=C(COC(=O)c1ccc(Br)o1)NCc1cccs1
 : -14	14
Cc1ccc(C)c(CN2C(=O)NC3(CCCCCC3)C2=O)c1
 : -13	22
Cc1cc(C)c(C(=O)COC(=O)c2cc([N+](=O)[O-])ccc2NCCO)cc1C
 : -20	22
CCOC(=O)CNC(=O)CSc1ccc2nnc(-c3ccc(F)cc3)n2n1
 : -12	5
O=C(O)CC(C(=O)O)N1C(=O)/C(=C/C=C/c2ccco2)SC1=S (stereo unspecified)
 : 3	18
O=C(NCc1ccc(F)cc1)C1CCN(S(=O)(=O)c2cccnc2)CC1
 : -24	12
O=C(N/N=C/c1ccc(O)cc1)c1ccc(COc2cc(Cl)ccc2Cl)o1
 : 67*	5
CC[C@@H](C)C(N)c1cn([C@@H](CCC(=O)O)C(=O)N2CCNCC2)nn1 (stereo partly specified)
 : 6	23
Cc1[nH]c2ccccc2c1C(=O)CN1C(=O)NC(C)(c2ccc(Cl)cc2Cl)C1=O (stereo unspecified)
 : 34	13
COc1ccc(CNC(=O)CN(C(=O)c2csnn2)c2ccc(C(C)=O)cc2)cc1
 : -6	26

(cont.)
Sequence of screens: OX1R antag-1	OX1R antag-2
NC(=O)CC(NC(=O)Cc1cccc2ccccc12)c1ccc(NC2CCN(Cc3ccccc3)CC2)c([N+](=O)[O-])c1 (stereo unspecified)
 : -26	11
CC(C)(C)[C@H]1COC(=O)[C@@H](Cc2ccc(F)cc2)CC/C=C/C[C@@H](CC(=O)N[C@H](CO)Cc2ccccc2)C(=O)N1
 : -24	10
COc1ccc(CNc2nc(NC(C)=O)nn2-c2ccccc2)cc1
 : 1	8
CCOc1ccc(N(CC(=O)NCc2ccc(OC)cc2)S(=O)(=O)c2c(C)noc2C)cc1
 : -14	1
Cc1sc2ncnc(SCc3ccco3)c2c1C
 : -27	9
CCc1ccccc1NS(=O)(=O)c1ccc2[nH]cc(C(=O)NC3CCCC3)c(=O)c2c1
 : -7	19
Cc1[nH]n(S(=O)(=O)c2ccccc2)c(=O)c1N=Nc1cccc(Cl)c1
 : -5	8
Cn1c(=O)c2c(nc(N/N=C/c3ccco3)n2C)n(C)c1=O
 : -14	15
COc1ccc(N2CCN(C(=O)COc3cccc4ccccc34)CC2)cc1
 : -39	3
COc1cccc(N2CCN(C(=O)CN3C(=O)NC(C)(c4ccc5ccccc5c4)C3=O)CC2)c1 (stereo unspecified)
 : -9	11
CCN(CC)C(=O)CSc1nc2ccccc2c(=O)n1CCC(=O)N1CCN(c2ccccc2)CC1
 : -23	0
Cc1ccc(S(=O)(=O)CCC(=O)OCC(=O)N(Cc2ccccc2)C(C)C)cc1
 : -22	16
CCCSC1=C(C#N)C(c2ccccc2C)C(C(=O)OC)C(=O)N1 (stereo unspecified)
 : -14	6
CN(C)c1ccc(/C=N/NC(=O)c2cc(=O)[nH]c3ccccc23)cc1
 : -2	13
COc1cc(/C=C2\C(=O)N(CCC#N)N=C2C)ccc1OCC(=O)Nc1ccccc1
 : 10	7

The results go on.
Sequence of screens: OX1R antag-1	OX1R antag-2
CNc1ccccc1C(=O)OC
 : -4	8
COc1ccc(Cl)cc1NC(=O)CN(C)C1CCCCC1
 : -27	19
Cc1cccnc1CCNCc1c(C(=O)N2C[C@@H](C)O[C@@H](C)C2)nc2ccc(Cl)cn12
 : -16	12
Cc1ccc(C(=O)N2CCC(n3nccc3NC(=O)Nc3cccc(F)c3)CC2)cn1
 : 1	7
CCCCCn1c(=O)[nH]c2cc(C(=O)NCCc3ccc(OC)c(OC)c3)ccc2c1=O
 : -18	16
C[C@]12CCC(=O)C=C1CC[C@@H]1[C@@H]2[C@@H](O)C[C@@]2(C)[C@H]1CC[C@]2(O)C(=O)COC(=O)CCC(=O)O
 : -4&-7	10&5
NC(=O)CSc1nnnn1-c1ccc(OC(F)(F)F)cc1
 : -1	12
COc1cc2c(c(OC)c1OC)-c1c(cc3c(c1O)OCO3)C[C@@H](C)[C@@H](C)C2
 : -29	12
O=S(=O)(NCCSc1nnc(-c2ccco2)n1-c1ccccc1)c1ccccc1
 : -16	22
Cc1sc2ncnc(N3CCN(Cc4ccccc4)CC3)c2c1-c1ccccc1
 : -27	22
C1CCC(OCCN2CCN(CCOC3CCCCC3)CC2)CC1
 : -2	14
N#CCc1nc(C(c2ccccc2)c2ccccc2)no1
 : -25	14
COc1cccc(-c2cc(N3C(=O)Nc4ccccc4N3O)n[nH]2)c1
 : -16	15
O=S(=O)(c1ccc(-c2ccon2)s1)N1CCOCC1
 : -5	4
O=C(NC(=S)Nc1ccccc1Cl)c1cncc(C#Cc2ccccc2)c1
 : 2	17

Some of these compounds in order of the OX1R antag-2 value, descending:
| structure | OX1R antag-2 |
| --- | --- |
| COc1ccc(Cl)cc1NC(=O)CN(C)C1CCCCC1 | 19 |
| O=C(NC(=S)Nc1ccccc1Cl)c1cncc(C#Cc2ccccc2)c1 | 17 |
| COc1cc2c(c(OC)c1OC)-c1c(cc3c(c1O)OCO3)C[C@@H](C)[C@@H](C)C2 | 12 |

Quoted at random: 4 compounds from above, in no set order.
Sequence of screens: OX1R antag-1	OX1R antag-2
COc1cc2c(c(OC)c1OC)-c1c(cc3c(c1O)OCO3)C[C@@H](C)[C@@H](C)C2
 : -29	12
Cc1cccnc1CCNCc1c(C(=O)N2C[C@@H](C)O[C@@H](C)C2)nc2ccc(Cl)cn12
 : -16	12
CCCCCn1c(=O)[nH]c2cc(C(=O)NCCc3ccc(OC)c(OC)c3)ccc2c1=O
 : -18	16
O=S(=O)(NCCSc1nnc(-c2ccco2)n1-c1ccccc1)c1ccccc1
 : -16	22

The list continues:
Sequence of screens: OX1R antag-1	OX1R antag-2
CC(C)C(=O)NC(=S)/C=C1/N(C)c2ccccc2C1(C)C
 : -6	14
COC(=O)c1ccc(NC(=S)NC2CCc3ccccc32)cc1 (stereo unspecified)
 : 1	6
Cc1ccccc1OCC(O)CN (stereo unspecified)
 : -12	16
N#CC(C#N)=Cc1cccn1-c1ccc(C(=O)O)cc1
 : -16	22
CCCNS(=O)(=O)c1ccc(OCC(=O)Nc2ccc3c(c2)OCCO3)cc1
 : -8	18
CCOC(=O)C(CC)Sc1nc(N)c(NC(=O)c2ccc(OC)c(OC)c2)c(=O)[nH]1 (stereo unspecified)
 : -3	4
Cc1ccc(S(=O)(=O)Cc2cccc(C(=O)N3CCOCC3)c2)cc1
 : -11	17
O=C(Nc1cccc(NC(=O)c2ccc(Cl)cc2Cl)c1)c1cccnc1
 : -13	27
CCN(CCCNC(=O)CCn1c(=O)[nH]c2ccccc2c1=O)c1ccccc1
 : -40	20
C=CCCN(C(CC(C)C)C(=O)OC)S(=O)(=O)c1ccccc1Br (stereo unspecified)
 : -26	6
COc1ccccc1N(C)S(=O)(=O)c1ccc(Cl)c(C(=O)N2CCC2)c1
 : -11	16
Cc1cc([N+](=O)[O-])ccc1-c1ccc(C2Nc3ccccc3C(=O)N2O)o1 (stereo unspecified)
 : -17	8
NC(=O)[C@@H]1CCCNc2c(I)cc([N+](=O)[O-])cc2C(=O)N[C@@H](CO)C(=O)NCC(=O)N1
 : -2	38
CC(C)(C)NC(=O)NC(=O)CSc1cccc(C(F)(F)F)c1
 : -26	5
CC1(C)CC(=O)C2=C(C1)N(Cc1ccccc1)C(=O)C2(NC(=O)C(C)(C)C)C(F)(F)F (stereo unspecified)
 : -14	9

Following part:
smiles	OX1R antag-1	OX1R antag-2
COc1cccc(/C=N/NC(=O)c2cc(-c3ccccn3)nc3ccccc23)c1O	-7	10
O=C(NCc1ccc(Cl)cc1)C(=O)N/N=C/c1ccc(Br)cc1	-2	7
CC1Cc2ccccc2N1C(=O)CSc1nc2ccccc2o1 (stereo unspecified)	-16	15
CCC1(c2ccccc2)NC(=O)N(CC(=O)N(C)Cc2c(F)cccc2Cl)C1=O (stereo unspecified)	-20	25
CCN(CC)S(=O)(=O)c1ccc(C(=O)OCCN2C(=O)c3cccc4c(N5CCOCC5)ccc(c34)C2=O)cc1	-21	22
CC1(C)Cc2c(sc3nn[nH]c(=O)c23)CO1	-8	22
O=C(Nc1ccccc1C(=O)Nc1ccc2c(c1)OCO2)c1cccs1	-11	7
N#CC(C#N)=C1NC(N)=C(C#N)C(c2ccccc2)=C1C#N	-10	-4
CCOC(=O)c1sc2ccccc2c1NC(=O)c1coc2ccccc2c1=O	-32	9
CCN(CC)S(=O)(=O)c1cccc(NC(=O)c2cc(=O)[nH]c3ccccc23)c1	-14	17
CC1(C)Cc2c(sc3[nH]c(=S)n(Cc4ccco4)c(=O)c23)CO1	-7	0
Cc1ccc(N2CCN(S(=O)(=O)c3ccc4c(c3)n(C)c(=O)c(=O)n4C)CC2C)cc1 (stereo unspecified)	-9	-5
Cc1ccc(NC(=O)CN2C(=O)N/C(=C/c3cccn3-c3ccc(C(=O)O)cc3)C2=O)cc1	-3	12
CN(C)c1ccc(/C=C(/NC(=O)c2ccccc2)C(=O)N2CCCC2)cc1	-9	12
Cc1cccc2cc(CN(CC3CCCO3)C(=O)c3cccs3)c(=O)[nH]c12 (stereo unspecified)	-21	11
COc1ccc(NC(=S)N(CCN2CCOCC2)Cc2cc3cc4c(cc3[nH]c2=O)OCO4)cc1	-1	28
Clc1ccc(OCCOCCN2CCc3ccccc3C2)c(Cl)c1	-16	13
O=C(c1ccc(CS(=O)c2cccc(Cl)c2)o1)N1CCCCCC1 (stereo unspecified)	-2	15
CCOC(=O)C1=C(C)NC2=C(C(=O)C(C(=O)OCC)C(c3ccco3)C2)C1c1ccccn1 (stereo unspecified)	-24	20
CCCSc1nsc(NC(=O)Nc2ccc(F)cc2F)n1	-20	45
Cc1ccc(S(=O)(=O)NCCC(=O)NCC(c2ccc(F)cc2)N2CCOCC2)cc1 (stereo unspecified)	-28	0
CCOC(=O)C1=C(C)N(CCCCCC(=O)O)C(=O)NC1c1ccccc1OC(=O)c1cccs1 (stereo unspecified)	-11	16
CCc1ccc(C(=O)Cn2ccsc2=N)cc1	-19	17
CCOc1ccc(-c2nnc(SCc3nnc(-c4ccccc4)o3)n2-c2ccccc2F)cc1	-6	33
Cc1cc(C)c(S(=O)(=O)NCC(=O)NCc2ccco2)c(C)c1	-19	38
CC(C)(C)c1ccc(/C=C(\C#N)C(=O)NCCN2CCOCC2)cc1	-6	16
O=C(O)C1CC=C(Cl)CC1C(=O)NCC1OCCc2ccccc21 (stereo unspecified)	-17	8
O=C(Nc1nc2ccc(S(=O)(=O)N3CCCCC3)cc2s1)C1CCCO1 (stereo unspecified)	-14	22
CC(C)CC(=O)Nc1ncc([N+](=O)[O-])s1	3	24
CCN(CC)S(=O)(=O)c1ccc(C(=O)OC2CCCCC2CN(C)C)cc1 (stereo unspecified)	1	4

(further entries)
smiles	OX1R antag-1	OX1R antag-2
CCOC(=O)c1c(C)nc(C)c(C(=O)OCC)c1-c1ccc(O)c(OC)c1	-12	16
Cc1noc(NS(=O)(=O)c2ccc(NC(=O)C(F)(F)C(F)(F)C(F)(F)F)cc2)c1C	-16	8
Cc1ccc(/C=C/C2=NN(Cc3ccccc3)C(=O)CC2)cc1	-41	13
COc1cccc(/C=N/NC(N)=S)c1OCc1cccc(Cl)c1	-20	10
CCOC(=O)C[C@H]1c2cc(F)ccc2S(=O)(=O)N1Cc1ccc(OC)cc1	-2	14
Nc1c(C(=O)Nc2ccc3c(c2)OCCO3)nnn1Cc1ccccc1Cl	-13	22
O=C(Nc1ccc2c(c1)CCC2)c1cccc(S(=O)(=O)N2CCN(c3ccc(F)cc3)CC2)c1	-8	18
O=C(CSc1nnnn1-c1ccc(F)cc1)NC1CCCCC1	-16	6
O=C(CCC(=O)c1ccccc1)NCCOc1ccccc1	-15	-22
COC(=O)CC1=NC(=O)CS1	1	7
NS(=O)(=O)c1ccc(CCNCC(=O)NC2CC2)cc1	0	14
CCC1CCCCN1C(=O)CNCC1CCCO1 (stereo unspecified)	-13	3
COc1ccc(Nc2nnc(C)c(=O)[nH]2)c(OC)c1	-6	8
O=C(N/N=C/c1ccccc1[N+](=O)[O-])c1ccc2c(c1)OCCO2	-13	30
CC12CCC(C(=O)N(NC(=O)c3cc(Cl)ccc3O)C1=O)C2(C)C (stereo unspecified)	-19	24
COc1ccc(OCCCC(=O)Nc2cccc(S(=O)(=O)N3CCCCCC3)c2)cc1	1	5
O=C(NCCCn1ccnc1)c1ccc(COc2ccccc2)o1	-5	15
Cc1cc(Br)c(NC(=O)CCNC(=O)OCc2ccccc2)cc1C	-14	7
CC(=O)OC[C@H]1O[C@H](C/C=N/OC[C@@H](O)[C@H]2O[C@@H]3OC(C)(C)O[C@@H]3[C@H]2O)C=C[C@@H]1OC(C)=O	-14	25
CC(C)Sc1nc(NCc2ccco2)c2c3c(sc2n1)COC(C)(C)C3	-29	19
CC1(C)Cc2c(cnn2-c2ccc(F)cc2)C(NC(=O)CCCN2CCCCC2=O)C1 (stereo unspecified)	-15	-7
Cc1cc(C)n2nc(C(=O)OCCOc3ccc(F)cc3)nc2n1	-23	26
CN(C)S(=O)(=O)c1ccc(Cl)c(NC(=O)CN2CCCCCC2)c1	-27	17
CN(C)c1cccc(C(=O)Nc2nnc(Cc3ccccc3)s2)c1	7	39
Nc1nc(N2CCN(c3cccc(Cl)c3)CC2)n[nH]1	1	7
COc1ccc(COC(=O)C2=C(C)NC(=O)NC2c2cccc(OC)c2OC)cc1 (stereo unspecified)	-18	10

Screening data: PubChem BioAssay, The Scripps Research Institute Molecular Screening Center
